G9a block = G9a (human) methyltransferase inhibition; G9a H3K9 monomethylation, AlphaScreen, 2 h; Q96KQ7; 8.8% of 350,000 active; Potency, µM (highest dose often 102 µM), without a hit: top-dose activity, negative = inhibition, hits mostly inhibitors; further: potency means the concentration at half of the fitted maximal effect; on the % scale 0 is the no-effect control and ±100 the full control effect; nearly all actives have a fitted effect of over 75% in size
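Compounds were preincubated with 20 nM G9a for 15 min, after which biotinylated H3K9 peptide (500 nM) and SAM (20 uM) started a 2 h room-temperature reaction. Monomethylated product was quantified by antibody-based AlphaScreen chemiluminescence.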
GLS inhibitor = inhibitors of human glutaminase (GLS); Potency, µM (series often up to 45.5 µM), without a hit: at the highest dose activity change, negative = inhibition, hits mostly inhibitors; 0.21% of 410,000 active; GLS enzymatic activity, qHTS titration; O94925; further: potency means the concentration at half of the fitted maximal effect; on the % scale 0 is the no-effect control and ±100 the full control effect
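Read-out is an Amplex red fluorescence increase coupled through glutamate oxidase and HRP, measured before and after 30 min room-temperature incubation. hKGA is in 45 mM KH2PO4 (pH 8.2) with 0.02% Tween-20; glutamine added as 1mM solution.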
BAZ2B block = inhibitors of human BAZ2B bromodomain | 4.4% of 360,000 active | AID 504333 | AlphaScreen BAZ2B-H3K14Ac peptide displacement | Potency, µM (doses to about 114 µM), for inactives: at the top dose activity change, negative = inhibition, hits mostly inhibitors; further: potency means the concentration at half of the fitted maximal effect; on the % scale 0 is the no-effect control and ±100 the full control effect; nearly all actives have a fitted effect of over 60% in size
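Protein-peptide AlphaScreen: BAZ2B 50 nM, b-H3K14Ac 50 nM, 1x PBS pH 7.4 + 0.01% Tween-20. Preincubation 30 min RT; cpd 30 min RT (top 110 uM); beads 20 min RT, light-protected.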
JMJD2A Tudor = blocks the human JMJD2A Tudor domain; O75164; AlphaScreen JMJD2A-Tudor / H3K4me3 peptide binding; Potency, µM (titrated, usually from 114 µM), for the others: at the top dose activity change, negative = inhibition, hits mostly inhibitors; 4.4% of 390,000 active; further: potency means the concentration at half of the fitted maximal effect; on the % scale 0 is the no-effect control and ±100 the full control effect; nearly all actives have a fitted effect of over 50% in size
Target sequence (O75164 whole entry, looked up, the tested form may be a part): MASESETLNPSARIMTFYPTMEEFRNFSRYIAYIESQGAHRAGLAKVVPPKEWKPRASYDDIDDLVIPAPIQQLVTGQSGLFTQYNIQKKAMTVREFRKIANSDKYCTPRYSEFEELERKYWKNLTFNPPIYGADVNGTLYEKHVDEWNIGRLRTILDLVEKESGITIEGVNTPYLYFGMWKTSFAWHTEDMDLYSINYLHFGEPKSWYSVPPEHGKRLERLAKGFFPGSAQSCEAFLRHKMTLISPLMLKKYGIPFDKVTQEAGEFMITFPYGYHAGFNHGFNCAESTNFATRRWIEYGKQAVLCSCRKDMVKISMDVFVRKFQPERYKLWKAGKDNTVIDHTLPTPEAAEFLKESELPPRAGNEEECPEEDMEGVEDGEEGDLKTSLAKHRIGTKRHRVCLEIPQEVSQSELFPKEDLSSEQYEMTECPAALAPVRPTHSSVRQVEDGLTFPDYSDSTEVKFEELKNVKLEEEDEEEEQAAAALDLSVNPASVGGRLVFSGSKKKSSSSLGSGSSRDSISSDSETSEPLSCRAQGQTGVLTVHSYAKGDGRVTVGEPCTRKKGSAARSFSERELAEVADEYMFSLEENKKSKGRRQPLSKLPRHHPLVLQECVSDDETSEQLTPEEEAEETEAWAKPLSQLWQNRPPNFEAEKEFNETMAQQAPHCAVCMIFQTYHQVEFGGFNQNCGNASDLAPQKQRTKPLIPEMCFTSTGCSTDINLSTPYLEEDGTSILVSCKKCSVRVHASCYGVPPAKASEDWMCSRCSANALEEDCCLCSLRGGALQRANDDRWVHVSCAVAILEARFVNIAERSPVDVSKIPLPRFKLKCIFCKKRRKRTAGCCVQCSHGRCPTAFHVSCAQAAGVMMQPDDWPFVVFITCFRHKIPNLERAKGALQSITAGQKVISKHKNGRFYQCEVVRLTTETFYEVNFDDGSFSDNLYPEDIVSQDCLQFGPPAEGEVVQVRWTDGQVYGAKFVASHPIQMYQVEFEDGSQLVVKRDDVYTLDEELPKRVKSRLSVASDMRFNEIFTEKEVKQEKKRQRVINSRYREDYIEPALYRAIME
Pin1 inh = human Pin1 inhibition | Q13526 | Pin1 FP peptide displacement, HiFluor488, 10 min | Potency, µM (titrated, usually from 115 µM), for the others: at the highest dose activity, negative = inhibition, actives largely listed as inhibitors | 0.009% of 390,000 active | AID 504891; active means well fitted inhibition curve with a large enough effect in the polarisation, with a control signal flat, not every such curve was filed as active; inconclusive means small, poorly fitted or top-dose-only effect, or effect the other way, or a change in a side signal; inactive means no such curve, though single readings can be large or run the other way; the % refers to the polarisation; further: potency means the concentration at half of the fitted maximal effect; on the % scale 0 is the no-effect control and ±100 the full control effect
PI4K2A block = PI4K2A (human) kinase inhibition; purified PI4K2A, ADP-Glo luminescence, 1 h; hits give low values; activity change, negative = inhibition, % at 76.9 µM; 0.13% of 420,000 active; in the data active means activity change below about -50%; inconclusive means mostly about -30% to -49%;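 further: -100% = wells without enzyme as full effect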
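In this quantitative HTS, ADP production by PI4K2A was quantified luminescently after 1 h at ambient temperature; 100 microM adenosine served as plate-quality control.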
PGK inhibitor = T. brucei PGK inhibition; P07378; PGK/GAPDH coupled, Kinase-Glo luminescence, 60 min; Potency, µM (top dose mostly 57.5 µM), without a hit: at the top dose activity change, negative = inhibition, hits mostly inhibitors; 0.043% of 380,000 active; AID 602233; further: potency means the concentration at half of the fitted maximal effect; on the % scale 0 is the no-effect control and ±100 the full control effect; nearly all actives have a fitted effect of over 60% in size
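Recombinant glycosomal PGK reaction used 1,3-bisphosphoglycerate generated in-well by GAPDH (100nM final) in 100mM TEA pH 7.6, 5mM MgCl2, 0.01% Tween-20. After 60 minutes at room temperature, ATP was read by Kinase-Glo Plus luminescence end-point.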
ERG-DNA inh = blocks human ERG Ets domain binding to DNA; Potency, µM (titrated, usually from 76.9 µM), for the others: top-dose FP activity, negative = inhibition, most hits filed as inhibitors; AID 624246; 0.028% of 370,000 active; fluorescence polarization, His-ERG Ets domain / labelled DNA; P11308; active means well fitted inhibition curve with a large enough effect in the polarisation, with a control signal flat; inconclusive means small, poorly fitted or top-dose-only effect, or effect the other way, or a change in a side signal; inactive means no such curve, though single readings can be large or run the other way; the % refers to the polarisation;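 further: polarization taken with two DNA probes labelled with fluorescein and Texas red; potency means the concentration at half of the fitted maximal effect; % of control where 0% means no effect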
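His-tagged ERG Ets domain (1 uM in the protein solution; 300mM KCl, 50mM Tris-HCl, 1mM EDTA, 1mM DTT, pH 7.5) received compound, then a probe mix of 5 nM fluorescein-DNA and 100nM Texas-615-DNA. Fluorescence polarization was read for both dyes.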
HP1b binding inh = blocks HP1-beta chromodomain binding to methylated histone tails. P83916. AlphaScreen HP1-beta / biotin-H3K9me3 peptide binding. Potency, µM (titrated, usually from 114 µM), for the others: at the top dose activity change, negative = inhibition, most hits filed as inhibitors. 0.56% of 390,000 active. AID 540317; further: potency means the concentration at half of the fitted maximal effect; nearly all actives have a fitted effect of over 70% in size; inactives centre near 23
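AlphaScreen: HP1-beta (50 nM) preformed 30 min with biotin-H3(1-18)K9me3 peptide (50 nM) in PBS pH 7.4, 0.01% Tween-20. Compound added for 30 min at RT, then streptavidin donor/nickel chelate acceptor beads (10 ug/mL) for 30 min.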
* marks the source's active call; other numbers are inactive results; i = inactive; ? = inconclusive; · = not tested or not shown; [ ] = remark or other dose. Unless noted, the call rests on the fitted dose curve; in most records, active means well fitted curve in the direction sought with a large enough effect; inconclusive means small, poorly fitted or top-dose-only effect, or another doubt; inactive means no such curve, though single readings can be large; an effect the other way counts as inactive or inconclusive.

G9a block	GLS inhibitor	canonical_smiles	BAZ2B block	JMJD2A Tudor	Pin1 inh	PI4K2A block	PGK inhibitor	ERG-DNA inh	HP1b binding inh
·	1.8%	CCOC(=O)c1ccc(COC(=O)c2ccc(-c3nnc(-c4ccccc4)o3)cc2)o1	·	0.4%	-1.7%	-27.4	-5.4%	-16.0%	23.3%
?	?	CC(/C=N/N1C(=O)CSC1=S)=C\c1ccccc1	?	-33.3%	3.1%	-17.2	-0.7%	?	-1.9%
50.1µM*	0.9%	CNC(=O)Nc1ccc2snnc2c1	14.1%	-15.6%	3.2%	5.9	i	2.4%	27.6%
·	·	CCCN1CNc2c(c(=O)[nH]c(=S)n2CCc2c(Cl)cccc2Cl)C1	·	-16.3%	-10.5%	-1.9	·	·	20.3%
5.7%	-10.2%	O=S1(=O)CCO[C@H]2Cc3ccccc3[C@H]2N1Cc1ccccc1Br	0.7%	5.7%	-6.4%	1.6	-7.4%	6.8%	58.5%[activator]
?	3.8%	O=C(O)C(Cc1c[nH]c2ccccc12)NS(=O)(=O)c1ccccc1 (stereo not drawn)	0.1%	-6.6%	-20.3%	2.8	-7.4%	0.6%	35.2%
·	-2.6%	Cc1cc(Cl)ccc1OC(C)C(=O)NC(C)C1CCCO1 (stereo not drawn)	6.2%	-4.1%	0.6%	-4.1	i	16.9%	46.6%[activator]
-41.5%	4.1%	COc1ccc(CN2CCc3ccc(NC(=O)c4ccncc4)cc3C2)c(F)c1	-25.9%	-15.6%	-3.0%	-0.7	-9.5%	1.0%	18.6%
-13.0%[12.7 µM]	6.8%	CC(=O)c1cccc(OC(=O)C2=CC=CN3CCS(=O)(=O)N=C23)c1	12.9%	-7.8%	-0.3%	-2.1	-11.6%	-2.5%	19.4%
23.9%	4.8%	O=C(Cn1cc(F)c(=O)[nH]c1=O)NCCO	·	-18.6%	0.1%	-0.2	4.8%	-9.1%	5.9%
-4.6%	-2.6%	CCC(=O)c1ccc(N2CCN(C(=O)c3cccc(F)c3)CC2)c(F)c1	-10.7%	-9.8%[11.4 µM]	-2.7%	-4.7	5.4%	2.6%	27.2%
?	4.1%	CC(=O)Nc1cccc(OCC(=O)/C=C2\N(C)c3ccccc3C2(C)C)c1	?	-26.1%	29.0%	-9.3	6.7%	44.6%[activator]	15.2%
?	?	C/C=C\C=C\C(=O)N1CC2(CC(c3cccc(NC(=O)CC)c3)=NO2)C[C@H]1C(N)=O (stereo partly drawn)	-10.9%	-26.9%	17.1%	-16.3	-12.2%	-3.1%	27.1%
-33.9%	-13.9%	O=C(Nc1cccc([N+](=O)[O-])c1)C1CC(=O)N(Cc2ccccc2)C1 (stereo not drawn)	-18.8%	-1.7%	6.7%	-3.9	-8.4%	10.5%	25.0%
3.9%	-0.3%	CCCC1(c2ccccc2)NC(=O)N(CC(=O)NCc2ccc(C)cc2)C1=O (stereo not drawn)	-0.3%	-22.4%	7.3%	0.8	-8.7%	-9.4%	-7.2%
12.2%	16.5%	Cc1cc[n+](CC(=O)Nc2cc(C(F)(F)F)ccc2Cl)cc1	-0.7%	-6.1%	-3.7%	2.5	·	·	6.5%
32.2%	-1.8%	CCOc1cccc(NC(=O)C2CC(=O)N(c3ccc(F)cc3)C2)c1 (stereo not drawn)	-3.0%	-5.2%	-2.2%	-24.1	-5.0%	3.9%	57.7%[activator]
5.8%	1.9%	Cc1ccsc1CNC(=O)c1c(-c2ccccc2)noc1C	-0.3%	-9.7%	1.1%	-0.2	-0.6%	-1.7%	35.0%
56.2µM*	8.8%	NNC(=O)C(=O)NCCCN1CCOCC1	-29.3%	?	-6.3%	2.6	4.6%	6.5%	15.2%
-10.5%[2.33 µM]	0.0%	COc1ccccc1N1CCN(C(=O)c2cc(=O)c3cc(C)cc(C)c3o2)CC1	2.2%	-25.1%	7.2%	4.7	-8.1%	-3.4%	5.1%[57 µM]
-28.8%	2.0%	COc1ccc(-n2ccc(=O)c3c2CCCC3=O)cc1	-8.9%	-10.9%	4.4%	-0.2	-2.5%	-7.4%	17.8%
·	23.1%	CC(=O)c1ccc(NC2=C(N3CCOCC3)C(=O)c3ccccc3C2=O)cc1	28.2µM*	39.8µM*	-0.9%	-17.9	-9.1%[11.5 µM]	·	28.2µM*
28.2µM*	4.4%	S=c1[nH]nc(C2CCCCC2)o1	-13.3%	20µM*	-0.5%	-4.5	9.4%	-3.6%	-2.9%
3.0%	-5.7%	Cc1c(C(=O)Nc2c(C)n(C)n(-c3ccccc3)c2=O)oc2c(Cl)cccc12	-15.2%	-4.8%	-0.8%	1.5	-10.4%	9.6%	25.2%
8.1%[59 µM]	1.2%	Cc1nn(-c2ccc(F)cc2)c(Cl)c1C(=O)NCC1CCCO1 (stereo not drawn)	9.4%	-3.4%	-1.7%	0.2	4.7%	1.4%	19.8%
30.8%[activator][59 µM]	1.9%	CCCN1CNC(=S)N(Cc2ccccc2)C1	6.8%	-17.4%	-2.2%	7.5	-1.7%	15.0%	19.6%
?	3.4%	CCn1c(SCC(=O)N/N=C/c2ccc(C)o2)nnc1-c1ccccc1	-9.0%	-12.6%	5.1%	0.9	-0.7%	3.4%	27.0%
?	-5.9%	CN(CCc1cnn(C)c1)Cc1nc(CC2CC2)no1	-19.7%	0.0%	6.1%	2.2	-1.8%	49.1%[activator]	38.2%
·	-6.6%	O=C(NNC(=O)c1ccccc1F)c1ccc(S(=O)(=O)N2CCCC2)cc1	·	-19.2%	-0.4%	-2.6	-11.1%	5.8%	20.2%
?	0.5%	CCOC(=O)C1CCC(CN(Cc2ccccc2)S(=O)(=O)c2ccc([N+](=O)[O-])cc2)CC1 (stereo not drawn)	-35.1%	-26.8%	1.5%	-6.9	-0.5%	2.0%	5.6%
7.0%	3.3%	O=C(Nc1ccc(N2CCN(C(=O)c3ccccc3F)CC2)cc1)c1ncn[nH]1	·	-33.3%	-0.5%	-4.8	-12.1%	-2.4%	-2.0%
7.3%[12.7 µM]	5.0%	CC1(c2nnc(-c3ccccc3)o2)CC(c2ccc(F)cc2)=NO1 (stereo not drawn)	-5.9%	4.9%	-1.2%	1.7	-2.2%	13.7%	65.8%[activator]
·	5.0%	CC(=O)N1N=C(c2cccc(NS(=O)(=O)c3ccc(C)cc3)c2)CC1c1ccco1 (stereo not drawn)	-14.1%	-3.8%	6.2%	-3.8	5.3%	-7.6%	38.2%
6.2%	2.1%	CCC(=O)N1c2ccccc2NC2=C(C(=O)CC(C)(C)C2)C1c1cccnc1 (stereo not drawn)	-7.6%	-7.2%	-6.5%	-5.5	-2.9%	3.9%	30.3%
1.3%[12.7 µM]	8.2%	c1ccc(-c2noc(-c3ccc4ccccc4c3)n2)nc1	6.0%	-13.1%	?	?	?	-4.0%	25.2%
13.6%[59 µM]	10.5%	Cc1ccc(C)c(NC(=S)N=Nc2c(O)n(C)c3ccc(S(=O)(=O)N4CCOCC4)cc23)c1	-8.8%	-15.5%	-3.5%	-3.0	-5.4%	4.2%	12.5%
7.2%	2.3%	Cc1ccccc1Nc1nc(N)nc(CSc2nnc3ccccn23)n1	-11.8%	-1.0%	-3.6%	4.6	8.4%	9.2%	28.5%
50.1µM*	-28.8%	CC(C)(C)c1cc(C(=O)CCN2CCOCC2)cc(C(C)(C)C)c1O	2.2%	-8.7%	5.2%	24.3	-6.2%	-3.9%	23.0%
-2.4%	-5.0%	Cc1ccc(S(=O)(=O)Cc2ccc(C(=O)N3CCCCC3C)cc2)cc1 (stereo not drawn)	-2.1%	-6.9%	-4.1%	9.9	-9.8%	3.4%	25.0%
-3.1%	-2.6%	Cc1nn(Cc2ccc(Cl)c(Cl)c2)c(C)c1NC(=O)c1cn(-c2ccccc2)nc1-c1ccccc1	0.1%	1.3%	8.2%	2.9	-5.6%	2.1%	28.8%
·	2.9%	O=C(O)C1=C[C@@H](c2ccc(C(F)(F)F)cc2)C[C@@H](OCCCCO)O1	·	-20.8%	-8.1%	4.5	-10.4%	-1.5%	7.5%
8.91µM*	8.2%	Cc1c([N+](=O)[O-])cc(C(=O)Oc2ccc(Br)cc2C(=S)N2CCCCC2)cc1[N+](=O)[O-]	?	?	-4.5%	10.5	4.7%	-4.8%	-28.3%
-7.6%[59 µM]	0.6%	Cc1ccccc1-c1nc(CN2CCC(C(=O)N3CCC(C(N)=O)CC3)CC2)c(C)o1	3.7%	-17.7%	5.8%	0.0	-6.3%	12.0%	21.6%
?	5.2%	COc1ccc2[nH]c(C)c(CCNC(=S)Nc3ccc(C)cc3)c2c1	·	50.1µM*	-3.7%	3.6	·	-8.3%	-23.4%

Given with values ahead of the structure: 3 of the compounds above
| G9a block | GLS inhibitor | BAZ2B block | JMJD2A Tudor | Pin1 inh | PI4K2A block | PGK inhibitor | ERG-DNA inh | HP1b binding inh | smiles |
| --- | --- | --- | --- | --- | --- | --- | --- | --- | --- |
| 8.91µM* | 8.2% | ? | ? | -4.5% | 10.5 | 4.7% | -4.8% | -28.3% | Cc1c([N+](=O)[O-])cc(C(=O)Oc2ccc(Br)cc2C(=S)N2CCCCC2)cc1[N+](=O)[O-] |
| -7.6%[59 µM] | 0.6% | 3.7% | -17.7% | 5.8% | 0.0 | -6.3% | 12.0% | 21.6% | Cc1ccccc1-c1nc(CN2CCC(C(=O)N3CCC(C(N)=O)CC3)CC2)c(C)o1 |
| ? | 5.2% | · | 50.1µM* | -3.7% | 3.6 | · | -8.3% | -23.4% | COc1ccc2[nH]c(C)c(CCNC(=S)Nc3ccc(C)cc3)c2c1 |
